FadD28 FP inh: inhibitors of FadD28 bisubstrate probe binding, primary screen, biochemical, fluorescence polarization, single point | Mycobacterium tuberculosis FadD28 fatty-acid-AMP ligase | inhibition, % at 12.5 µM | hit rate 0.22% among 360,000; in the data active = inhibition above about 8.5%, passing the limit was not always enough; inconclusive = no clear call, values can overlap the other calls
BoNT F protease: BoNT/F light chain protease inhibitors, primary screen, biochemical, flow cytometry, MLPCN library; Botulinum neurotoxin type F light chain protease (Clostridium botulinum); Multiplex microsphere protease cleavage assay; inhibition, % at 10 µM; hit rate 0.22% among 360,000; AID 588497, 2011; in the data active = inhibition above about 35%, passing the limit was not always enough; inconclusive = no clear call, values can overlap the other calls; note: plate controls were buffer without enzyme for full effect and enzyme alone for no effect
PfHsp40 yeast: rescue of yeast from PfHsp40 toxicity, primary screen, S. cerevisiae, ATP luminescence. S. cerevisiae expressing PfHsp40, growth rescue. growth rescue, % at 12.5 µM. hit rate 0.68% among 340,000; in the data active = growth rescue above about 28%, passing the limit was not always enough; inconclusive = no clear call, values can overlap the other calls;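 note: yeast W303a lacking pdr1 and pdr3 grown in galactose medium; growth measured after three days at 30 °C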
Anthrax LF prot: Bacillus anthracis LF protease inhibitors, primary screen, biochemical, multiplex microsphere, MLPCN library; inhibition, % at 10 µM; hit rate 0.12% among 360,000; multiplex microsphere protease cleavage assay; Lethal factor (Bacillus anthracis), P15917; note: plate controls were buffer without enzyme for full effect and enzyme alone for no effect
Target sequence (P15917 whole entry, looked up): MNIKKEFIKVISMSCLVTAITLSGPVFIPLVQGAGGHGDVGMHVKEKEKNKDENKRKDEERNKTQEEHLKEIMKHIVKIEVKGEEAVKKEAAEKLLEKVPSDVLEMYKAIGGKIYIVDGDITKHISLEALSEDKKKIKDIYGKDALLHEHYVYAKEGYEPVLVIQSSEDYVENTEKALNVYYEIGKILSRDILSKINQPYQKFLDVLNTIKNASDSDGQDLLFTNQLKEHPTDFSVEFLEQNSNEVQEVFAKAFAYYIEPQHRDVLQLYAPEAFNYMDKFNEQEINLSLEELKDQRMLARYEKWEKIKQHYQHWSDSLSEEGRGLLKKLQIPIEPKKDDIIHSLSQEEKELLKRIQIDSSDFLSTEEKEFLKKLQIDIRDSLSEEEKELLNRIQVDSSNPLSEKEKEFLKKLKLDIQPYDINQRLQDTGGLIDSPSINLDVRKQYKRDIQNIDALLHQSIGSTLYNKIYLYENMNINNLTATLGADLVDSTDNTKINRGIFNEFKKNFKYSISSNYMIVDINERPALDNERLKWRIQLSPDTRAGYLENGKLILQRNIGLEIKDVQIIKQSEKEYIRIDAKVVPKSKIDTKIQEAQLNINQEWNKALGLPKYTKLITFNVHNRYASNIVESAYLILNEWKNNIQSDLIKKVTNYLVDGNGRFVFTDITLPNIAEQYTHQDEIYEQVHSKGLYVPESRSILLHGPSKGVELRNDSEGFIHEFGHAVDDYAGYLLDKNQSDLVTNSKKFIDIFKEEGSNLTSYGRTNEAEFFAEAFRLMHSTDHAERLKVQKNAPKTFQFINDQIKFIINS
CCHFV vOTU inh: CCHFV vOTU protease inhibitors, primary screen, biochemical, Pep-AMC substrate, fluorescence | AID 651958, 2012 | hit rate 0.55% among 370,000 | inhibition, % at 11.5 µM; in the data active = inhibition above about 30%; note: 0% = vehicle wells with enzyme and 100% = no enzyme wells
PrPC TRFRET: inhibitors of human cell surface prion protein PrPC, primary screen, cell-based, TR-FRET; Major prion protein (Homo sapiens), P04156; inhibition, % at 13.8 µM; TR-FRET read-out; hit rate 0.43% among 370,000; in the data active = inhibition above about 24%; note: 0% = median of the test wells and 100% = reference compound wells
TcdB inh: TcdB glycohydrolase inhibitors, primary screen, biochemical, single point, plate reader. Toxin B (Clostridioides difficile), P18177. TcdB glycohydrolase enzymatic assay. inhibition, % at 9.99 µM. hit rate 0.24% among 350,000. AID 652162, 2013; in the data active = inhibition above about 10%
Yp Topo-I inh: Yersinia pestis topoisomerase I inhibitors, primary screen, biochemical, cleavage product accumulation, plate reader, single point; hit rate 0.064% among 360,000; activity, % at 10 µM; DNA topoisomerase I (Yersinia pestis CO92); Y. pestis Topo-I cleavage product accumulation; AID 504884, 2011; in the data active = activity above about 50%, passing the limit was not always enough; inconclusive = no clear call, values can overlap the other calls; note: inactives centre near 2
BoNT A protease: BoNT/A light chain protease inhibitors, primary screen, biochemical, flow cytometry, MLPCN library. multiplex microsphere protease substrate cleavage. inhibition, % at 10 µM. hit rate 0.17% among 360,000. AID 588499, 2011; note: plate controls were buffer without enzyme for full effect and enzyme alone for no effect
Starred values were filed as active, the others as inactive; ? = inconclusive; . = not tested or not shown. Cut-off read from the data, not from the text of the source, unless noted: active = inhibition above about 30%; inconclusive = no clear call, values can overlap the other calls; inactive = below that. The order is random. Share with any hit: about 2.3%.

compound	FadD28 FP inh	BoNT F protease	PfHsp40 yeast	Anthrax LF prot	CCHFV vOTU inh	PrPC TRFRET	TcdB inh	Yp Topo-I inh	BoNT A protease
CCCC(C)C(=O)N(Cc1ccccc1)c1ccccn1 (stereo not given)	0.1	-23	-0.9	-5	-4	-7	.	-2	-3.3
CC(C)CN(C(=O)COC(=O)c1cc2c(s1)CCC2)C1CCS(=O)(=O)C1 (stereo not given)	-4.8	0	3.1	2	-17	12	.	13	0.3
CC(C)C(=O)NC(c1ccc(N(C)C)cc1)c1c(O)ccc2ccccc12 (stereo not given)	1.2	2	0.1	0	8	-4	-4.0	1	-0.4
CCOCCCNC(=O)COC(=O)/C=C/c1ccc(S(=O)(=O)N2CCc3ccccc32)cc1	-3.1	0	2.4	3	-1	-1	1.5	24	-0.2
COc1ccc(C2C3=C(CC(c4ccco4)CC3=O)Nc3ccccc3N2C(C)=O)cc1 (stereo not given)	-1.7	1	-0.3	0	1	-5	.	0	0.4
CC(=O)N(c1ccccc1)c1nc2ccccc2s1	-3.9	4	-0.8	-1	-8	-2	1.9	5	0.1
Cc1c(/C=N\NC(=O)c2ccc(F)cc2)cnn1C	1.6	-2	-0.2	2	-25	3	.	4	-0.1
CCN(CC(=O)NCc1ccc(F)cc1)C(=O)c1cccnc1SC	-1.3	-5	0.8	-3	10	5	1.6	-1	-1.4
CC(C)(C)N1C(=O)c2ccc(C(=O)O)cc2C1=O	-0.6	2	-0.7	-1	16	-3	.	5	0.2
Cc1ccc(OCCOC(=O)Nc2ccccc2)cc1	-0.8	-6	2.0	-1	-6	8	-0.2	6	-0.3
N#Cc1c(C(F)(F)F)cc(=O)[nH]c1SCC(=O)O	-3.0	-7	-0.9	-1	-1	8	0.7	0	0.0
OCCC1CN(Cc2cccc(-c3ccco3)c2)CCN1Cc1ccsc1 (stereo not given)	-1.2	1	0.8	2	4	4	-0.2	22	0.1
CCOC(=O)c1c(C)n(C(C)C)c2ccc(OC)cc12	-2.8	4	0.2	-1	5	-4	3.3	19	-0.2
Cc1cc(C)c2nc(N3CCC(C(=O)NCCN4CCOCC4)CC3)sc2c1	0.9	-2	0.2	0	7	7	1.1	2	0.4
O=C(COc1ccc(-c2ccccc2)cc1)NNC(=O)Nc1ccc(F)cc1F	-1.2	-7	-0.8	-4	4	6	0.2	5	-4.1

Ordered by heavy-atom count (low to high): 3 of the compounds above
compound	FadD28 FP inh	BoNT F protease	PfHsp40 yeast	Anthrax LF prot	CCHFV vOTU inh	PrPC TRFRET	TcdB inh	Yp Topo-I inh	BoNT A protease
CC(=O)N(c1ccccc1)c1nc2ccccc2s1	-3.9	4	-0.8	-1	-8	-2	1.9	5	0.1
Cc1cc(C)c2nc(N3CCC(C(=O)NCCN4CCOCC4)CC3)sc2c1	0.9	-2	0.2	0	7	7	1.1	2	0.4
COc1ccc(C2C3=C(CC(c4ccco4)CC3=O)Nc3ccccc3N2C(C)=O)cc1 (stereo not given)	-1.7	1	-0.3	0	1	-5	.	0	0.4

Following part.
compound	FadD28 FP inh	BoNT F protease	PfHsp40 yeast	Anthrax LF prot	CCHFV vOTU inh	PrPC TRFRET	TcdB inh	Yp Topo-I inh	BoNT A protease
O=C(CSc1n[nH]c(=O)[nH]c1=O)N/N=C/c1ccccc1O	0.2	-15	-1.5	3	-3	-2	.	3	-2.6
O=C(N/N=C/c1ccccc1Br)C1CC1	-0.2	2	-1.9	1	-2	2	1.5	8	-0.4
CC1(c2ccccc2)NC(=O)N(NC(=O)COC(=O)c2cc(Br)ccc2O)C1=O (stereo not given)	-0.8	7	-0.1	1	14	8	-0.4	-7	7.8
O=C(NCCCn1ccnc1)Nc1ccc(Cl)cc1	-3.4	-5	-1.4	-2	-18	-2	.	-10	?
COc1ccc(OC)c(/C=N/NC(=O)c2ccc(Cn3cc([N+](=O)[O-])cn3)o2)c1	-2.4	13	-0.6	0	15	-8	-1.1	-2	1.0
CSc1ccc(/C=N/N(C)S(=O)(=O)c2ccc(C)cc2)cc1	-2.7	-7	-1.2	21	11	11	-1.0	30	3.5
Cc1ccc(S(=O)(=O)NNC(=O)c2snnc2C)cc1	-3.1	7	-0.1	5	-3	-2	.	1	0.1
COc1ccc(NC(=O)C2CC(=O)N(c3ccccc3C)C2)c(OC)c1 (stereo not given)	0.3	9	0.8	-8	5	8	0.4	0	-1.3
COc1cccc(C(=O)C2CCCN(C(=O)CCc3scnc3C)C2)c1 (stereo not given)	-0.8	-4	-0.1	-5	-7	-5	1.6	10	-0.9
COC(=O)c1ccc2nc(-c3ccccc3)c(Cc3cccc(F)c3)n2c1	.	-1	.	2	-2	6	0.7	.	0.5
Cc1ccc2nc(SCC(=O)c3ccc(Cl)cc3)nc(=O)n2c1	-3.9	.	-0.7	.	-2	-2	2.6	2	.
CCN(CC)C(=O)c1ccc(C(=O)Nc2ccc(F)cc2)cc1	-1.0	3	5.2	-4	14	7	0.8	-3	-0.3
CCOC(=O)c1c(C)[nH]c(C)c1C(=O)COC(=O)/C=C/c1ccc(OC)cc1	-3.8	-7	0.8	-1	10	-5	1.3	-1	-3.3
CCOP(=S)(OCC)N1CCOCCOCCN(P(=S)(OCC)OCC)CCOCCOCC1	-3.5	-7	0.8	-3	6	4	0.6	37	0.0
CCc1ccc(NC(=O)c2sc3nc4n(c(=O)c3c2C)CCC4)cc1	1.7	8	1.5	4	16	6	2.2	29	3.3
O=C(COC(=O)c1ccco1)Nc1ccc2[nH]c(=O)[nH]c2c1	-1.8	1	-0.3	-1	-14	3	-0.4	1	2.2
CCN(c1ccc(OC)cc1)S(=O)(=O)N1CCCC(C(=O)NCc2ccccc2Br)C1 (stereo not given)	-4.6	-5	-0.6	6	0	9	-0.1	27	1.8
CCN1CCN(C(=O)c2cc3c(=O)n(C)c4ccccc4c3n2C)CC1	-1.8	-2	-0.6	-6	3	-4	1.9	2	-0.6
CC(C)COC(=O)Nc1nnc(SCc2ccccc2F)s1	-0.4	6	1.1	4	0	-9	.	2	1.6
CCOC(=O)NC(N(O)c1cccc(Cl)c1)C(Cl)(Cl)Cl (stereo not given)	-7.5	-8	.	2	-5	-4	-0.9	2	0.7
CCOC(=O)C1=C(Cc2ccc(F)cc2)C(=O)c2ccccc2C1=O	-0.4	-14	-0.8	-14	71*	-5	.	20	4.8
CCOC(=O)C1CCN(CC(=O)N2C(C)CCCC2C)CC1 (stereo not given)	-2.1	-1	0.4	-2	-5	0	.	-5	-0.1
CN(C)C(=O)CSc1nnc(-c2ccc(F)cc2)c2ccccc12	-0.4	-9	-0.4	-8	-7	-2	0.1	-5	-0.1
Cc1cc(C(=O)CSc2nc(N)cc(=O)[nH]2)c(C)n1CCc1ccc(Cl)cc1	-4.1	-10	2.0	2	4	9	.	-10	-1.3
Cc1ccc(C)c(N2CCN(S(=O)(=O)c3c(C)noc3C)CC2)c1	-1.4	-3	1.3	0	7	1	-0.4	32	-0.2
Cc1ccccc1C(=O)NCC(=O)OCCCOC(=O)CNC(=O)c1ccccc1C	0.1	-6	-0.1	-6	9	-4	1.1	-6	3.3
Cc1cc(NS(C)(=O)=O)c(=O)n(Cc2cccc(F)c2)c1	-3.6	-23	0.3	-3	6	-7	0.8	-2	-5.8
CCc1ccc(OCC(=O)NCc2ccco2)c(Br)c1	-1.7	-11	2.0	-6	14	8	1.6	12	-0.8
CCOC(=O)[C@]12CCCC=C1N(Cc1ccco1)C(=O)[C@H](CC(=O)NCc1ccccc1)C2	.	-1	.	4	2	-2	-0.9	.	0.1
CC(Oc1ccc(-c2ccccc2)cc1)C(=O)N/N=C/c1cccnc1 (stereo not given)	-1.1	-8	-0.8	0	-6	10	0.7	34	-1.6
Cn1c(=O)c2c(nc(CN3CCOCC3)n2CCc2ccccc2)n(C)c1=O	-4.5	5	5.6	-2	-20	-5	.	3	0.0
COC(=O)c1ccccc1NC(=O)C(=O)NCc1ccncc1	-0.6	-1	-1.1	-1	4	-3	1.8	-1	-0.1
CC(C)NC(=O)C1=NN(c2ccccc2)C(=O)CC1	-4.0	8	-0.5	0	13	-1	-1.1	2	-0.8
COC(=O)c1ccccc1NC(=O)Cn1c(=O)oc2ccc(Cl)cc21	-1.2	-4	-0.2	-1	-5	2	.	7	-0.2
COc1cc(/C=N/NC(=O)c2c(C)nc3ccc(Cl)cn23)cc(OC)c1OC	-0.7	16	0.0	7	-11	5	13*	-1	-1.4
CC(OC(=O)c1ccccn1)C(=O)Nc1ccc2c(c1)OCCO2 (stereo not given)	.	-8	-0.4	-6	8	3	2.0	0	-2.7
COc1c(C)cc(Br)cc1C(=O)Nc1ccccc1N1CCN(C(=O)c2ccccc2)CC1	-2.9	2	-0.6	-7	12	-6	0.4	-10	-0.1
COc1ccccc1Cc1c(-c2ccc(OC)c(OC)c2)nc2c(Cl)cc(C(F)(F)F)cn12	.	-2	.	4	-9	-6	0.3	.	0.6
O=C(NCCCO)C(=O)Nc1ccc2c(c1)N(S(=O)(=O)c1cccs1)CCC2	-1.3	.	1.1	.	-9	9	2.0	0	.
CC(C)N(C)NC(=S)Nc1ccccc1	-1.5	-8	-0.6	-1	7	4	.	0	-0.3
CN(CC(=O)Nc1ccccc1Cl)C(=O)CCSc1ccc(F)cc1	-3.1	4	0.1	-2	19	8	1.9	7	1.4
O=C(CN1C(=O)C2CC=CCC2C1=O)Nc1nc2ccc(F)cc2s1 (stereo not given)	0.7	-10	-0.5	-4	-8	2	1.1	5	-1.1
O=C(N/N=C/c1ccccn1)c1cc(-c2ccccc2)nc2ccccc12	-2.8	.	.	.	-3	4	0.3	3	.
COc1c2ccccc2c(OC)c2ccccc12	0.2	-5	-0.6	-1	0	1	0.4	2	0.1
COc1ccc(/C=N/NC(=O)CNC(=O)COc2ccccc2)cc1	-0.9	-4	0.2	1	-2	7	.	4	-0.4
Cc1cccn2c(=O)nc(SCC(=O)N3CCCCCC3)nc12	-2.3	?	0.4	?	24	7	1.4	1	?
COc1cc(C2SCC(=O)N2CCN2CCCCC2)ccc1O (stereo not given)	-3.4	0	0.4	2	-8	-5	0.6	4	-0.1
Cc1c(NC(=O)COC(=O)Cc2ccc(Br)cc2)c(=O)n(-c2ccccc2)n1C	-2.1	-3	0.0	-11	-9	2	-0.9	1	-0.5
CCn1nc(C)c(NC(=O)/C=C/c2cnn(C)c2)c1C	0.8	10	-1.4	-9	4	-4	.	1	8.8

Full records, quoted from the list:
Cc1c(NC(=O)COC(=O)Cc2ccc(Br)cc2)c(=O)n(-c2ccccc2)n1C is listed as FadD28 FP inh = -2.1; BoNT F protease = -3; PfHsp40 yeast = 0.0; Anthrax LF prot = -11; CCHFV vOTU inh = -9; PrPC TRFRET = 2; TcdB inh = -0.9; Yp Topo-I inh = 1; BoNT A protease = -0.5
Cc1cccn2c(=O)nc(SCC(=O)N3CCCCCC3)nc12 is listed as FadD28 FP inh = -2.3; BoNT F protease = ?; PfHsp40 yeast = 0.4; Anthrax LF prot = ?; CCHFV vOTU inh = 24; PrPC TRFRET = 7; TcdB inh = 1.4; Yp Topo-I inh = 1; BoNT A protease = ?
